Screens: PubChem, National Center for Advancing Translational Sciences (NCATS)
ELG1 DNA repair – blocks ELG1-dependent DNA repair in HEK293T cells | 330,000 tested, 2.3% active | Potency, µM (titrated, usually from 46.1 µM), for the others: at the top dose activity change, negative = inhibition, actives largely listed as inhibitors | HEK293T ELG1-luciferase reporter, luminescence, 16 h; DNA damage induced by 5-fluorouridine; further: potency means the concentration at half of the fitted maximal effect; on the % scale 0 is the no-effect control and ±100 the full control effect; nearly all actives have a fitted effect of over 55% in size
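In this reporter screen, reduction of luminescence relative to DMSO vehicle indicated activity. Compounds and 5-fluorouridine were added together to 2,000 cells per well, incubated for 16 hr at 37 °C, then developed with ONE-Glo.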
BRCA1 expr up – increases BRCA1 expression | MCF7-BRCA1-FFLuc reporter, luminescence, 48 h; response scale: scaled: vehicle 0%, 10 µM genistein 100% | Potency, µM (titrated, usually from 46.1 µM), for inactives: at the top dose activation, most hits filed as activators | 380,000 tested, 1.1% active; further: potency means the concentration at half of the fitted maximal effect; nearly all actives have a fitted effect of over 80% in size; some results filed as inactive show a strong effect at the top dose
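Luminescence from a BRCA1-driven firefly luciferase in MCF7 cells was the read-out, taken 15 min after substrate addition following 48 h compound exposure at 37 °C. Data were normalized to a 10 microM genistein control and DMSO vehicle.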
Integrin act MD – activates integrin-mediated alleviation for muscular dystrophy. 350,000 tested, 0.064% active. Potency, µM (highest dose often 38.3 µM), inactives show top-dose activation, usual class: activators. alpha7betagal myoblasts, beta-gal FDG fluorescence, 48 h. AID 624291;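 further: potency means the concentration at half of the fitted maximal effect; 100% = response of the positive control SU9516; nearly all actives have a fitted effect of over 60% in size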
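alpha7betagal+/- myoblasts (passage 13, 250/well) treated 48 h at 37C with compounds at 1:260 dilution of DMSO stock. Lysed, then beta-galactosidase activity read as FDG fluorescence (ex 480/em 540) after 30 min, with pre-read for autofluorescence.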
TCR act – activates T cell receptor signaling | 330,000 tested, under 10 active | Potency, µM (doses to about 9.22 µM), for inactives: at the top dose activation of IL-2 secretion, actives largely listed as activators | primary human leukocytes, anti-CD3, IL-2 HTRF, 48 h; further: % of control where 0% means no effect
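48 hr co-incubation of compounds, a-CD3 beads and primary human leukocytes; IL-2 quantified homogeneously by HTRF with anti-IL-2 K and d2 conjugates.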
B2AR arrestin – beta2AR (human) beta-arrestin recruitment activity; P07550; beta-arrestin recruitment to beta2AR, cell-based reporter; Potency, µM (doses to about 46.1 µM), without a hit: top-dose activation, usual class: activators; 330,000 tested, 0.02% active; AID 492947;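 further: potency means the concentration at half of the fitted maximal effect; 0% = DMSO controls and full agonism = EC100 isoproterenol or metaproterenol; nearly all actives have a fitted effect of over 65% in size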
CXXC DNA block – blocks binding of human MLL CXXC domain to DNA; Q03164; MLL-CXXC / FITC-HOXA9 DNA fluorescence polarization; Potency, µM (series often up to 115 µM), inactives show at the top dose activity change, negative = inhibition, usual class: inhibitors; 290,000 tested, 0.037% active; AID 2662; active means well fitted inhibition curve with a large enough effect in the polarisation, with a control signal flat, not every such curve was filed as active; inconclusive means small, poorly fitted or top-dose-only effect, or effect the other way, or a change in a side signal; inactive means no such curve, though single readings can be large or run the other way; the % refers to the polarisation; further: potency means the concentration at half of the fitted maximal effect
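Fluorescence polarization: 7 uM MLL-CXXC (stock) preincubated 5 min with compounds, then 50 nM fluorescein-HOX-A9 DNA (stock) added; 30 min ambient. Buffer 50 mM Tris-HCl pH 7.5, 50 mM NaCl, 1 mM DTT, 0.05% BSA.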
PTAP TSG101 blk – blocks PTAP/TSG101 interaction to inhibit HIV-1 budding | Q99816 | Fluorescence polarization, FITC-PTAP peptide / Tsg101 binding | Potency, µM (titrated, usually from 115 µM), for the others: at the top dose activity change, negative = inhibition, hits mostly inhibitors | 340,000 tested, under 10 active | AID 493005; active means well fitted inhibition curve with a large enough effect in the main read-out, with a control signal flat, not every such curve was filed as active; inconclusive means small, poorly fitted or top-dose-only effect, or effect the other way, or a change in a side signal; inactive means no such curve, though single readings can be large or run the other way; further: potency means the concentration at half of the fitted maximal effect; % of control where 0% means no effect
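Compounds were pin-transferred onto Tsg101 binding domain (10 uM final) in HEPES pH 7.5 buffer, then FITC-PTAP peptide was added at 50 nM final. After 20 min at RT, polarization reported peptide displacement across a qHTS concentration series.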
p53 reactivation – mutant p53 re-activation in reporter cells; H1299 p53-A138V BP100-luciferase reporter, luminescence, 24 h; Potency, µM (highest dose often 92.2 µM), for inactives: at the top dose activity change, positive = activation, hits mostly activators; 320,000 tested, 0.063% active; further: potency means the concentration at half of the fitted maximal effect; % of control where 0% means no effect; nearly all actives have a fitted effect of over 45% in size
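H1299 (p53-null), stable ts p53-A138V + BP100-Luc; 1000 cells/well, Opti-MEM/10% FBS; cpd 4 pt, 1:5; 24 h, 37 deg C, 5% CO2; detection reagent 10 min RT; luminescence.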
AT treatment – potential ataxia-telangiectasia treatment; […] A-T fibroblasts, KAP-1 phosphorylation AlphaLISA; neocarzinostatin DNA damage 30 min before lysis; Potency, µM (doses to about 57.5 µM), without a hit: top-dose activation, hits mostly activators; 320,000 tested, 0.19% active; AID 485349; further: potency means the concentration at half of the fitted maximal effect; % of control where 0% means no effect; nearly all actives have a fitted effect of over 45% in size
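ATM-like activity read as KAP-1 phosphorylation via AlphaLISA donor/acceptor antibody pairs after lysis and 6 hr at 25C. Cells were ATM-null patient fibroblasts ([…], hTERT), dosed 60 min, then exposed to the DSB inducer NCS for 30 min.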
TRPV1 ag – human TRPV1 agonism | activation, % at 8.33 µM | 320,000 tested, 0.19% active | TRPV1-expressing cells, Fluo-8 calcium influx, agonist mode | Q8NER1; in the data active means activation above about 80%; inconclusive means between about 30% and that limit; further: 0% is about no effect
Target sequence (Q8NER1 whole entry, looked up): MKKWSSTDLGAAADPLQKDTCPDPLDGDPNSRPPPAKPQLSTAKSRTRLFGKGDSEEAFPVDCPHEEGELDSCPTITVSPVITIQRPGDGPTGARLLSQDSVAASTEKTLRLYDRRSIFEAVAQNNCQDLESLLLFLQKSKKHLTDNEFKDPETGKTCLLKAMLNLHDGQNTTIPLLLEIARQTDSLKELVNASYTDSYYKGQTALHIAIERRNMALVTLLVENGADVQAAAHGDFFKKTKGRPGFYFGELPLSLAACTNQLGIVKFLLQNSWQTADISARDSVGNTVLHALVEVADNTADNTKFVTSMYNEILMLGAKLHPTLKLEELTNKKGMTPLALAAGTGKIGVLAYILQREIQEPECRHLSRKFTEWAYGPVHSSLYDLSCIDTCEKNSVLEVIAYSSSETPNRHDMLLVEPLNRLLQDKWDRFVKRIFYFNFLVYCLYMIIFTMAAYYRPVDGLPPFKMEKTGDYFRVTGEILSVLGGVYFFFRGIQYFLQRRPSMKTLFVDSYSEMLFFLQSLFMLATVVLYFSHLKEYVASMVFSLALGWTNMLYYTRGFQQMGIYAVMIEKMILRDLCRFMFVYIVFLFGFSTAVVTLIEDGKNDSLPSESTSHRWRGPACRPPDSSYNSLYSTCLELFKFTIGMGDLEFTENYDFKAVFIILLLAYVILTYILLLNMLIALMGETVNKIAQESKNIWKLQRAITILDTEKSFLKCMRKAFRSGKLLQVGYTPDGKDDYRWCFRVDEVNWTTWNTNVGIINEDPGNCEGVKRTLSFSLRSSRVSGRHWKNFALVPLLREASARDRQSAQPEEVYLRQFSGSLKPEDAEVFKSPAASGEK
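Cells expressing TRPV1 were dye-loaded with Fluo-8 and read kinetically: 10 s baseline, 3 min after compound (agonist portion), then 2 min after EC20 capsaicin (allosteric enhancer portion). Calcium-bound dye fluorescence at 480/520 nm.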
An asterisk follows results filed as active; u = inconclusive; x = not tested or not shown; [ ] = remark or other dose. Unless noted, the call rests on the fitted dose curve; in most records, active means well fitted curve in the direction sought with a large enough effect; inconclusive means small, poorly fitted or top-dose-only effect, or another doubt; inactive means no such curve, though single readings can be large; an effect the other way counts as inactive or inconclusive.

| Molecule | B2AR arrestin | CXXC DNA block | TRPV1 ag | TCR act | p53 reactivation | AT treatment | ELG1 DNA repair | Integrin act MD | PTAP TSG101 blk | BRCA1 expr up |
| --- | --- | --- | --- | --- | --- | --- | --- | --- | --- | --- |
| O=C(Cn1nc(-c2ccc(Cl)cc2)ccc1=O)NCCCN1CCN(Cc2ccccc2)CC1 | -0.4% | -3% | -2 | -2% | 9% | 10% | -6% | -33% | -3% | -30% |
| Cc1ccc(S(=O)(=O)N2CCC(C(=O)N[C@@H](C)C(=O)Nc3ccc4c(c3)OCO4)CC2)cc1 | -0.2% | -1% | -3 | -9% | 2% | 6% | -7% | u | -4% | -7% |
| CCC(CCNC(=O)c1ccccc1)(CCNC(=O)c1ccccc1)[N+](=O)[O-] | x | x | x | 5% | x | x | x | 0% | -1% | -1% |
| Cc1ccc(S(=O)(=O)N2CCN(C(=O)c3c(-c4ccccc4)noc3C)CC2)c(C)c1 | 0.0% | 0% | 0 | -2% | 13% | 3% | u | 3% | -3% | -21% |
| O=C(Nc1ccc(Br)cc1)c1cccc(S(=O)(=O)Nc2ccccn2)c1 | -0.3% | -5% | 26 | 1% | -14% | 3% | -22% | 0% | -2% | -32% |
| Cc1ncc([N+](=O)[O-])n1CCOC(=O)Nc1ccc([N+](=O)[O-])cc1 | -0.2% | -3% | -2 | 2%[46.1 µM] | -10% | 2% | 3% | 5% | 0% | -1% |
| N#Cc1cn(Cc2ccncc2)c(=O)[nH]c1=O | -0.2% | 3% | 1 | 8% | 3% | 3% | -5% | 12% | -1% | -8% |
| COc1ccc(NC(=O)CSc2ccc(-c3ccco3)nn2)c(OC)c1 | -0.2% | -3% | -4 | 1% | 0% | -3% | -1% | u | -8% | -1% |
| Cc1ccccc1SCC(=O)NCC(c1ccc(F)cc1)N1CCOCC1 (centres undefined) | -0.3% | x | x | 4% | 2% | 7% | -15% | -6% | -5% | -4% |
| O=C(NCCc1ccccn1)C1CC(=O)N(Cc2ccccc2Cl)C1 (centres undefined) | -0.1% | -9% | x | 0% | 3% | 12% | 4% | -7% | -4% | -2% |

An excerpt from above in order of molar mass, falling:
| Molecule | B2AR arrestin | CXXC DNA block | TRPV1 ag | TCR act | p53 reactivation | AT treatment | ELG1 DNA repair | Integrin act MD | PTAP TSG101 blk | BRCA1 expr up |
| --- | --- | --- | --- | --- | --- | --- | --- | --- | --- | --- |
| O=C(Cn1nc(-c2ccc(Cl)cc2)ccc1=O)NCCCN1CCN(Cc2ccccc2)CC1 | -0.4% | -3% | -2 | -2% | 9% | 10% | -6% | -33% | -3% | -30% |
| Cc1ccccc1SCC(=O)NCC(c1ccc(F)cc1)N1CCOCC1 (centres undefined) | -0.3% | x | x | 4% | 2% | 7% | -15% | -6% | -5% | -4% |
| CCC(CCNC(=O)c1ccccc1)(CCNC(=O)c1ccccc1)[N+](=O)[O-] | x | x | x | 5% | x | x | x | 0% | -1% | -1% |
| COc1ccc(NC(=O)CSc2ccc(-c3ccco3)nn2)c(OC)c1 | -0.2% | -3% | -4 | 1% | 0% | -3% | -1% | u | -8% | -1% |
| Cc1ncc([N+](=O)[O-])n1CCOC(=O)Nc1ccc([N+](=O)[O-])cc1 | -0.2% | -3% | -2 | 2%[46.1 µM] | -10% | 2% | 3% | 5% | 0% | -1% |

New compounds follow.
| Molecule | B2AR arrestin | CXXC DNA block | TRPV1 ag | TCR act | p53 reactivation | AT treatment | ELG1 DNA repair | Integrin act MD | PTAP TSG101 blk | BRCA1 expr up |
| --- | --- | --- | --- | --- | --- | --- | --- | --- | --- | --- |
| COc1ccc(-c2csc(Nc3ccccc3)n2)cc1 | -0.2% | 4% | 1 | -8% | 10% | 2% | u | 18% | 1% | u |
| COc1ccc(C(=O)NCC(=O)NC2=NCCS2)cc1 | 0.1% | 6% | -2 | 2% | 1% | -6% | u | 15% | -7% | 1% |
| Cc1ccc(Nc2nc(C(=O)NCCCN3CCOCC3)cs2)cc1 | -0.1% | 2% | 7 | 1% | -1% | 5% | -1% | 0% | -2% | 9% |
| Cc1ccc(CNS(=O)(=O)c2cccc3nsnc23)cc1 | 0.1% | -7% | 2 | -6% | -2% | 4% | -14% | u | 0% | -1% |
| O=C(Cn1cnc2c(oc3nc4c(cc32)CCCC4)c1=O)Nc1ccccc1 | -1.5% | 68%[activator] | 13 | -2% | 1% | -5% | 15% | 14% | -1% | 16% |
| CN(c1ccc(C(=O)NCc2ccccn2)cc1)S(=O)(=O)c1ccc(Cl)cc1 | 0.0% | 28% | -8 | 3% | -6% | 7% | -7% | 8% | -5% | 0% |
| COc1ccc(N(CC(=O)N2CCOCC2)S(C)(=O)=O)cc1 | -0.2% | -7% | -3 | x | -3% | 2% | -1% | 25% | 0% | 12% |
| Cn1c(CBr)c(C(=O)c2ccc([N+](=O)[O-])cc2)c(=O)n(C)c1=O | -0.2% | -3% | -1 | 4% | 1% | 16% | 13% | 9% | -1% | -40% |
| O=C(COc1ccc(Cl)cc1)NNC(=O)C(=O)N1CCCCC1 | -0.9% | -2% | -5 | 8% | 1% | 0% | 13% | 0% | -7% | 6% |
| CCN(CC)C(=O)c1sc(NC(=O)c2cccc([N+](=O)[O-])c2)c(C#N)c1C | -0.4% | 1% | -8 | -8%[46.1 µM] | 0% | -3% | -18% | 7% | 1% | 2% |
| COc1ccc([N+](=O)[O-])cc1NCc1ccco1 | 8.4% | -3% | 0 | 2% | 4% | -1% | 29% | 0% | 1% | -24% |
| O=C(c1cc2c(ccc3ccccc32)oc1=O)N1CCN(CCO)CC1 | -0.6% | -1% | 6 | 2%[46.1 µM] | -6% | -1% | 3% | -2% | 1% | 31% |
| CC1(C)CC(=O)C=C(c2cccs2)C1 | x | x | x | 1% | x | x | x | 8% | 2% | 0% |
| COc1ccc(OC)c(C(=O)COC(=O)c2cccnc2Cl)c1 | 0.2% | -1% | -1 | -5% | 5% | 1% | -11% | 36% | -3% | 16% |
| CCc1nn(C(CC)C(=O)NCC(C)c2ccccc2)c(=O)c2cc3occc3n12 (centres undefined) | -0.6% | -2% | 19 | -1% | 5% | -3% | -16% | 9% | -1% | 0% |
| COC(=O)C1=C(C(=O)OC)C(C(=O)OC)C(C(=O)OC)C(C(=O)OC)(C(=O)OC)C(C(=O)OC)=C1C(=O)OC (centres undefined) | x | x | x | -3% | x | x | x | -46%[inhibitor] | 1% | -73% |
| O=[N+]([O-])c1cc(/C=N/Nc2nc(N3CCCCC3)nc(N3CCCCC3)n2)ccc1O | -0.4% | 0% | u | -2%[46.1 µM] | -13% | 13% | 11% | -6% | -2% | 31% |
| CCC1(C)Cc2c(c(=O)n(-c3ccccc3)c3ncnc(N)c23)CO1 (centres undefined) | -0.1% | 8% | 1 | 0% | -7% | -1% | -5% | -5% | -1% | 0% |
| CCOc1ccc(NC(=O)CSc2nc3c(c(=O)n2-c2ccccc2OC)SCC3)cc1 | -0.3% | 22% | 2 | -3% | -2% | 1% | -1% | 17% | -4% | -19% |
| CCNc1nc(C)cc(COC)c1C#N | -0.8% | -2% | -1 | -2% | -1% | -6% | 16% | 4% | 0% | -3% |
| O=c1oc(-c2ccccc2F)nc2c1cnn2-c1ccccc1 | -0.1% | -1% | -1 | -6% | 0% | 4% | 5% | 2% | -7% | 8% |
| CCOc1cccc(CN2CCCC(C(=O)Nc3cccc(-n4cccn4)c3)C2)c1 (centres undefined) | -0.8% | 20% | 2 | -3% | -4% | 16% | -26% | -24% | -2% | 1% |
| O=C(Nc1ccc(S(=O)(=O)O)cc1)c1ccc2c(c1)S(=O)(=O)c1ccccc1C2=O | x | x | x | 6% | x | x | x | 1% | -3% | 0% |
| Cc1ccc(S(=O)(=O)N(C)C)cc1NC(=O)COC(=O)CCC1CCCC1 | -1.4% | x | -5 | 3% | 13% | -6% | -2% | 16% | 5% | 4% |
| CC(C)c1ccccc1N1CC(C(=O)O)CC1=O (centres undefined) | -0.2% | -10% | 3 | 0% | -2% | 0% | 2% | -16% | 5% | 7% |
| O=C(CCNC(=O)C1CCN(S(=O)(=O)c2ccccc2)CC1)NCc1ccccn1 | 0.0% | 6% | 0 | 0% | -2% | -3% | 6% | -18% | 1% | 9% |
| COc1cc(OC)cc(C(=O)N2CCN(C(=O)c3cccs3)CC2)c1 | -0.4% | -9% | 0 | 7% | 3% | 3% | 9% | -36% | 1% | -3% |
| CCn1c(=NC(=O)CSC(C)=O)sc2ccccc21 | -0.2% | -18% | 4 | -4% | 9% | -1% | 0% | -49%[inhibitor] | -1% | -18% |
| CNC(=S)N1CCC(n2cnc3ccccc32)CC1 | 0.3% | -2% | -1 | 4% | -1% | 5% | -12% | -28% | 1% | 1% |
| Cc1cc(C)n(C(=O)CNC(=O)c2ccc3c(c2)OCCO3)n1 | 0.3% | -1% | -3 | -3% | 13% | -3% | u | -22% | 0% | 6% |
| COc1ccc(C(=S)N2CCCC2)cc1Br | -0.2% | 2% | 0 | x | -10% | 13% | -9% | -17% | -3% | 15% |
